From PubChem BioAssay
RTF Ca sens act – cardiac RTF calcium sensitization. P19429+P45379. IANBD-labeled TnC RTF fluorescence at EC20 calcium; 0% EC20 calcium, 100% full calcium. activation, % at 7.2 µM. 340,000 compounds, 0.24% hits;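 active means activation above the mean over all tested compounds plus 3 SD, cut at about 30% in these data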;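 further: rise in fluorescence read as greater calcium sensitivity of cardiac thin filaments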
Cardiac RTF inh – cardiac RTF calcium desensitization | IANBD-labeled cardiac RTF, Ca2+ fluorescence | inhibition, % at 7.15 µM | 340,000 compounds, 0.12% hits;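 active means inhibition above the mean inhibition of all tested compounds plus 3 SD, cut at about 17% in these data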;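 further: assay run at fixed EC70 calcium of 1.6 mM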
Keap1-Nrf2 PPI – inhibitors of human Keap1-Nrf2 protein-protein interaction; Q14145; inhibition, % at 9.4 µM; Keap1 Kelch-Nrf2 peptide fluorescence polarization, 1536-well; 340,000 compounds, 0.15% hits; in the data active means inhibition above about 12%;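 further: human Keap1 Kelch domain with fluorescein labeled Nrf2 9mer peptide probe; 0% = neutral control wells and 100% = peptide positive control; higher means more block of Keap1 binding to Nrf2 peptide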
Target sequence (Q14145 whole entry, looked up, the tested form may be a part): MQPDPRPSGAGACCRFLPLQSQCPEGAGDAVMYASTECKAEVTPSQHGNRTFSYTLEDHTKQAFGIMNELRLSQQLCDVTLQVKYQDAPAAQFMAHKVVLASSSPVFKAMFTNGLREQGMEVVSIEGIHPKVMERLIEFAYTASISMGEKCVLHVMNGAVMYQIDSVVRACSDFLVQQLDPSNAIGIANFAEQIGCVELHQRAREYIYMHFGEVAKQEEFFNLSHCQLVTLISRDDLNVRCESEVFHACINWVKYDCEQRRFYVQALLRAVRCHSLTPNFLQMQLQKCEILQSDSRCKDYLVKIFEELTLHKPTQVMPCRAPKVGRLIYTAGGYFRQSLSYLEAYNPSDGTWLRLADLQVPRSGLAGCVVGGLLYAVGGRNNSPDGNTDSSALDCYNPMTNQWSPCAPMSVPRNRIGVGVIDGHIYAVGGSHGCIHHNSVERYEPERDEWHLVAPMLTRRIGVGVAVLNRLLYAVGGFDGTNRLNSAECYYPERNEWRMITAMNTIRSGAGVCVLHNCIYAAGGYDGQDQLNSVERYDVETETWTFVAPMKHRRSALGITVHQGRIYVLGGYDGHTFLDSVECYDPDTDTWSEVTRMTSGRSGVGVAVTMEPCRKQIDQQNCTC
HTR5A ag – HTR5A agonism, opioid heterodimer counter-screen; activation, % at 9.3 µM; AID 504692; P47898; HTR5A agonist assay, luminescence, cell-based; 340,000 compounds, 0.61% hits; in the data active means activation mostly above about 9.5%, no sharp cut-off; inactive means mostly below about 7.6%;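 further: 0% = cells with vehicle only and 100% = reference agonist; strong numbers were not always called active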
Target sequence (P47898 whole entry, looked up): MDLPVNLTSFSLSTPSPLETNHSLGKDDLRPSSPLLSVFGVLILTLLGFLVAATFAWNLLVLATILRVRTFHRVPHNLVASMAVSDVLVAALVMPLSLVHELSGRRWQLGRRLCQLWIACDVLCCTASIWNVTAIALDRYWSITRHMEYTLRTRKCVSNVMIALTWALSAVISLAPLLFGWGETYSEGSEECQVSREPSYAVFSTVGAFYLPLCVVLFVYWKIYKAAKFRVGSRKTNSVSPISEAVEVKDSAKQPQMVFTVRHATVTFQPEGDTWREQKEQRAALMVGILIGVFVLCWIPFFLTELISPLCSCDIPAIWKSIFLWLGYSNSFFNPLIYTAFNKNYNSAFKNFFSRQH
V-ATPase pH – regulators of yeast V-ATPase proton transport. S. cerevisiae, pHLuorin cytosolic pH fluorescence. AID 504577. 350,000 compounds, 0.37% hits. response, % at 10 µM; in the data active means response mostly above about 7.3%, no sharp cut-off; inactive means mostly below about 5.4%; further: actives read high; inactives centre near 0; some compounds called inactive have numbers as strong as hits; reference of the scale not given here
LANA DNA inh – blocks KSHV LANA C-terminal domain binding to DNA | MBP-C-LANA/FAM-LBS DNA binding, fluorescence polarization | inhibition, % at 9 µM | 340,000 compounds, 0.078% hits | AID 504423;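 active means highest replicate inhibition at or above 60% at 9 µM, even if other replicates fall short; inactive means all replicates below 60% inhibition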;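 further: 0% = neutral control wells and 100% = 4 µM acridine orange control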
HTR5A inv ctr – HTR5A inverse agonism, opioid heterodimer counter-screen | HTR5A cell line, luminescence | AID 504634 | 340,000 compounds, 0.083% hits | inhibition, % at 9.3 µM; in the data active means inhibition mostly above about 23%, no sharp cut-off; inactive means mostly below about 18%;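 further: 0% = cells with DMSO and 100% = no-cell wells with DMSO; some compounds called inactive have numbers as strong as hits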
MOR-DOR ag – agonists of human mu-delta opioid receptor heterodimerization. cells, OPRM1-OPRD1 heterodimerization, luminescence. 340,000 compounds, 0.3% hits. P35372+P41143. AID 504326. activation, % at 9.3 µM; in the data active means activation above about 18%;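 further: 0% = vehicle-treated cells and 100% = reference agonist; values of inactives mirror those of a sister screen read the other way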
CAL PDZ FP – CAL PDZ (human) peptide binding inhibition. inhibition, % at 24.9 µM. purified CAL PDZ, TMR-peptide fluorescence polarization, 1 h. Q9HD26. 300,000 compounds, 0.92% hits;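 active means mean inhibition of at least 30% with at least half of replicates also reaching 30%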;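 further: 0% = DMSO neutral control and 100% = excess unlabeled competitor peptide PRC23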
MOR-DOR inv ag – inverse agonist of human OPRM1-OPRD1 heterodimerization. cell-based MOR-DOR heterodimer luminescence, inverse agonism. inhibition, % at 9.3 µM. 340,000 compounds, 0.21% hits. AID 504357; in the data active means inhibition above about 22%, passing the limit was not always enough;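 further: 0% = cells with DMSO and 100% = wells without cells with DMSO; values of inactives mirror those of a sister screen read the other way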
The depositor's hits bear a star; . = not tested or not shown. Rows were taken by chance (roughly 2.8% active in at least one column).

entry	molecule	RTF Ca sens act	Cardiac RTF inh	Keap1-Nrf2 PPI	HTR5A ag	V-ATPase pH
1	S=C(NCCCc1ccccc1)NC1CCCCC1	-3	-2	0	2	-2
2	CC1/C(=N/O)C(CN(C)C)C2CC1C2(C)C (configuration not stated)	1	-5	-5	1	0
3	Cc1ccccc1OCC(=O)Nc1ccc2c(c1)Cc1ccccc1-2	-3	-1	-2	3	10
4	Cc1cc(C)nc(Nc2ccc(N3CCOCC3)cc2)n1	1	-8	-2	3	1
5	COc1cc(/C=C/C(=O)O)cc(S(=O)(=O)Nc2ccc(S(=O)(=O)N3CCCCC3)cc2)c1OC	4	1	-3	3	0
6	CCN(CC)S(=O)(=O)c1cccc(-c2n[nH]c(=S)n2/N=C/c2ccc(C(=O)OC)cc2)c1	-4	-2	-2	5	2
7	CSc1ccc(S(=O)(=O)N2CCC(C(=O)N3CCOCC3)CC2)cc1	2	4	-1	-1	-1
8	CC(=O)OCCCn1c(C)[n+](C)c2cc(Cl)c(Cl)cc21	7	2	-4	4	-1

entry	LANA DNA inh	HTR5A inv ctr	MOR-DOR ag	CAL PDZ FP	MOR-DOR inv ag
1	-0.6	-7	-2.2	-1	7
2	1.7	-3	0.7	4	-3
3	-1.2	-10	-1.1	.	6
4	-1.8	31	-0.1	-4	1
5	2.5	-8	-0.7	-3	4
6	3.4	-12	2.5	0	-15
7	0.3	3	-1.0	-5	5
8	.	-10	-0.2	-3	1

Later entries
entry	molecule	RTF Ca sens act	Cardiac RTF inh	Keap1-Nrf2 PPI	HTR5A ag	V-ATPase pH
9	O=C(O)c1cc(Cl)ccc1NC(=O)C1CCCO1 (configuration not stated)	-4	-4	0	-3	1
10	O=C(NC1CCCCC1)C1CCN(S(=O)(=O)N2CCOCC2)CC1	2	-3	4	6	2
11	O=C(CSc1nc(C2CC2)nc2ccccc12)Nc1ccccc1Cl	-4	-1	-1	4	1
12	O=C(CNC(=S)N(Cc1ccccc1)Cc1ccccc1F)NCc1ccc(Cl)cc1	2	-4	-3	-1	8
13	CCn1cc(C(=O)NCc2ccc(Cl)cc2)c(=O)c2cc(S(=O)(=O)N3CCOCC3)ccc21	0	-8	-1	-5	-3
14	Cc1cccc(NC(=O)COc2coc(CN3CCN(c4ccccc4)CC3)cc2=O)c1C	-3	3	1	1	-3
15	C=CCNC(=S)NNC(=O)CCC(O)CCCCC (configuration not stated)	1	1	1	3	-2
16	COc1ccc(C(=O)N/C(=C/c2cccnc2)C(=O)N2CCCCCC2)cc1OC	-10	0	-2	8.8*	-2

entry	LANA DNA inh	HTR5A inv ctr	MOR-DOR ag	CAL PDZ FP	MOR-DOR inv ag
9	-0.8	19	-0.9	1	5
10	-1.3	11	0.6	-1	-3
11	-1.2	-14	-0.9	4	5
12	-0.5	2	6.1	-5	-28
13	0.5	14	-1.9	.	9
14	2.2	-11	0.9	-3	-6
15	0.3	-13	-2.1	-2	12
16	-1.5	-33	-1.3	-2	7

Additional records follow:
entry	molecule	RTF Ca sens act	Cardiac RTF inh	Keap1-Nrf2 PPI	HTR5A ag	V-ATPase pH
17	Cc1cccc(-n2cc(CNCCc3nc(C)cc(C)n3)c(-c3cccc(F)c3)n2)c1	2	-15	-1	11	10
18	COc1cccc(/C=C/C(=O)OCC(=O)NCc2ccc(Cl)cc2)c1	2	-13	0	3	0
19	O=C(Cn1cnc2c(nnn2Cc2ccccc2)c1=O)c1ccc(Cl)cc1	0	0	7	2	1
20	O=C(COc1cccnc1[N+](=O)[O-])Nc1ccc(F)cc1	-4	-1	-2	3	5
21	C=CCc1ccccc1OCC(O)CN1CCOCC1 (configuration not stated)	2	-8	-5	-2	-1
22	COc1ccccc1CC(=O)Nc1ccc2c(C)cc(=O)oc2c1	5	1	-1	0	-2
23	CCCCN1c2ccccc2N(CCCO)c2cc(C)nnc21	-3	-2	-2	2	1
24	Cc1c(C(=O)OCC(=O)NC2CC2)oc2ccc(Br)cc12	-7	6	1	0	0

entry	LANA DNA inh	HTR5A inv ctr	MOR-DOR ag	CAL PDZ FP	MOR-DOR inv ag
17	-3.1	6	11	-5	-57
18	-0.2	-8	-0.3	1	1
19	0.1	6	-1.4	-7	8
20	0.9	-10	-3.2	-1	16
21	-0.1	-17	-2.5	.	13
22	-2.0	21	-1.9	-6	10
23	12	-17	-2.1	-4	13
24	-0.1	-5	-0.3	-1	2

Other structures
entry	molecule	RTF Ca sens act	Cardiac RTF inh	Keap1-Nrf2 PPI	HTR5A ag	V-ATPase pH
25	CCOc1ccc(S(=O)(=O)N2CCC(C(=O)NC3CCCCC3)CC2)cc1	-2	-4	-1	-2	2
26	Cc1ccccc1Cn1c(Cc2ccccc2)nc2ccccc21	-3	-6	0	-6	-3
27	COc1ccc(NC(=O)c2cccc3c2C(=O)c2ccc(-c4ccc(F)cc4OCc4ccccc4)cc2S3(=O)=O)cc1	-8	-2	0	0	0
28	CC(C)=CCN1CCN(CCC2=C(C)CCCC2(C)C)CC1CCO (configuration not stated)	-5	-4	0	3	4
29	CCNS(=O)(=O)c1ccc(CCC(=O)N2CCOCC2)cc1	5	5	-4	-6	-2
30	Cc1cc([N+](=O)[O-])nn1CC(=O)N1CCN(Cc2ccccc2)CC1	4	-9	-3	0	-1
31	Cc1occc1C(=O)Nc1c(F)cc(F)cc1Br	1	0	-10	-2	1
32	COC(=O)c1ccc(Cn2ccc(=O)[nH]c2=O)cc1	0	-2	-3	0	-2

entry	LANA DNA inh	HTR5A inv ctr	MOR-DOR ag	CAL PDZ FP	MOR-DOR inv ag
25	2.2	-18	0.1	-5	0
26	0.7	14	7.1	.	-34
27	1.9	-8	0.3	-4	-2
28	0.3	0	24*	5	-170
29	-1.6	21	-3.8	-2	18
30	0.7	0	-1.8	-5	8
31	1.6	-20	-1.4	16	7
32	0.8	0	-2.7	-3	14

One compound at a time, as listed above. Order of values: RTF Ca sens act, Cardiac RTF inh, Keap1-Nrf2 PPI, HTR5A ag, V-ATPase pH, LANA DNA inh, HTR5A inv ctr, MOR-DOR ag, CAL PDZ FP, MOR-DOR inv ag
COc1cc(/C=C/C(=O)O)cc(S(=O)(=O)Nc2ccc(S(=O)(=O)N3CCCCC3)cc2)c1OC across the screens: 4, 1, -3, 3, 0, 2.5, -8, -0.7, -3, 4
CC1/C(=N/O)C(CN(C)C)C2CC1C2(C)C (configuration not stated) across the screens: 1, -5, -5, 1, 0, 1.7, -3, 0.7, 4, -3

(continued)
entry	molecule	RTF Ca sens act	Cardiac RTF inh	Keap1-Nrf2 PPI	HTR5A ag	V-ATPase pH
33	O=C1CCCCCN1CSc1nc2ccccc2s1	3	5	0	-1	1
34	Cc1ccc(NC(=O)c2ncn(CC(=O)NCC(C)c3ccccc3)n2)cc1C (configuration not stated)	2	-3	3	1	0
35	O=C(C1CCCN(S(=O)(=O)c2ccccc2[N+](=O)[O-])C1)N1CCCC1 (configuration not stated)	-10	-1	1	-9	-2
36	CC(=O)NCC(=O)OCC(=O)c1ccc(C)c(C)c1	4	-5	-5	6	0
37	COc1ccc(CN(C)CC(=O)Nc2cccc(S(=O)(=O)N(C)c3ccccc3)c2)c(OC)c1	-6	-11	-4	16	-4
38	Cc1ccc(S(=O)(=O)N2CCOCC2)cc1C(=O)NNC(=O)c1ccoc1C	-2	-11	-3	2	2
39	COc1ccccc1NS(=O)(=O)c1cccc(NC(=O)c2[nH]c(C)c(C(C)=O)c2C)c1	-1	2	-3	0	8
40	CN(CC(=O)N1CCN(Cc2ccccc2)CC1)S(=O)(=O)c1ccc(Br)cc1	1	1	-1	5	1

entry	LANA DNA inh	HTR5A inv ctr	MOR-DOR ag	CAL PDZ FP	MOR-DOR inv ag
33	0.7	16	-2.4	-3	14
34	3.3	-2	-2.3	-2	11
35	-1.7	24	-2.8	0	17
36	1.3	-13	0.5	-9	-3
37	-5.9	-43	-0.7	0	3
38	0.2	-10	-0.3	-1	1
39	-0.4	0	2.2	-6	-11
40	1.0	19	1.6	-1	-8

Sorted by value in V-ATPase pH (lowest first): 6 of the compounds above.
No. | compound | Keap1-Nrf2 PPI | V-ATPase pH | LANA DNA inh | MOR-DOR ag | CAL PDZ FP | MOR-DOR inv ag
37 | COc1ccc(CN(C)CC(=O)Nc2cccc(S(=O)(=O)N(C)c3ccccc3)c2)c(OC)c1 | -4 | -4 | -5.9 | -0.7 | 0 | 3
35 | O=C(C1CCCN(S(=O)(=O)c2ccccc2[N+](=O)[O-])C1)N1CCCC1 (configuration not stated) | 1 | -2 | -1.7 | -2.8 | 0 | 17
34 | Cc1ccc(NC(=O)c2ncn(CC(=O)NCC(C)c3ccccc3)n2)cc1C (configuration not stated) | 3 | 0 | 3.3 | -2.3 | -2 | 11
40 | CN(CC(=O)N1CCN(Cc2ccccc2)CC1)S(=O)(=O)c1ccc(Br)cc1 | -1 | 1 | 1.0 | 1.6 | -1 | -8
38 | Cc1ccc(S(=O)(=O)N2CCOCC2)cc1C(=O)NNC(=O)c1ccoc1C | -3 | 2 | 0.2 | -0.3 | -1 | 1
39 | COc1ccccc1NS(=O)(=O)c1cccc(NC(=O)c2[nH]c(C)c(C(C)=O)c2C)c1 | -3 | 8 | -0.4 | 2.2 | -6 | -11

Additional records.
entry	molecule	RTF Ca sens act	Cardiac RTF inh	Keap1-Nrf2 PPI	HTR5A ag	V-ATPase pH
41	CCOC(=O)CSc1c(-c2ccccc2)c2cc(Cl)ccc2[nH]c1=O	-3	-2	1	12	-6
42	CC1CC2=C(CC1/C=N/NC(N)=S)C(C)(C)CCC2 (configuration not stated)	-15	-6	-2	8	1
43	CCCN(CC(=O)Nc1ccccc1C)C(=O)Cc1coc2cc(C)ccc12	-2	-2	-1	-1	-2
44	Cc1ccc(OCC(=O)OC2CCS(=O)(=O)C2)cc1 (configuration not stated)	1	-4	-1	-1	0
45	CCn1cc(Cl)c(C(=O)Nc2ccc3c(c2)OCCO3)n1	2	-12	3	-3	-2
46	COCCC(=O)N1CCC(Oc2ccc(C(=O)N3C[C@@H](C)O[C@@H](C)C3)cc2)CC1	4	-3	-1	-1	6
47	O=C1CC(NCc2ccc(F)cc2)C(=O)N1c1ccccc1 (configuration not stated)	4	-6	2	1	0
48	O=C(NNC(=O)c1cc(Br)c(Br)s1)c1csc(N2CCOCC2)n1	0	-14	2	3	-1
49	COc1ccc(C(=O)c2c3ccccc3[n+]([O-])n2Cc2ccc(C(N)=O)cc2)cc1	-2	-35	-1	4	-2
50	CC(C)c1ccccc1NC(=O)COC(=O)Cc1ccsc1	-6	-11	1	1	3

entry	LANA DNA inh	HTR5A inv ctr	MOR-DOR ag	CAL PDZ FP	MOR-DOR inv ag
41	3.6	-29	6.7	-1	-36
42	0.4	1	2.8	-4	-16
43	0.6	3	-0.9	.	5
44	5.8	-8	-2.0	-2	10
45	-0.9	-9	-0.9	5	4
46	-0.2	-5	-4.0	0	21
47	-1.4	22	0.0	0	0
48	-0.3	-2	-0.5	-3	3
49	2.3	-6	-0.5	0	3
50	-1.0	-5	-1.6	-3	9
